Source: PubChem BioAssay
ARFGAP1 inh: inhibits rat ARF GTPase activating protein 1 | inhibition, % at 16.5 µM | hit rate 0.26% among 360,000 | AID 651572 | Arfgap1-stimulated ARF1 GTP hydrolysis, GDP FP detection | Q62848;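 active means inhibition above a per-plate limit, mean inhibition of low control wells plus 3 SD, cut at about 25% in these data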;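 further: 0% = DMSO wells with enzyme and 100% = wells lacking Arfgap1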
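System: truncated rat Arfgap1 GAP domain / Medium: HEPES-based buffer, pH 7.5 / Also added: N-terminally truncated human ARF1-GTP substrate / Incubation: enzyme reaction 120 min at 25 °C after 20 min preincubation / Measured by: FP of antibody-bound GDP Alexa 633 tracer, ex 620/em 688 nm / Replicates: singlicate, each compound tested once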
ASAP1 GAP inh: inhibitors of human ASAP1 ArfGAP activity; ASAP1-stimulated ARF1 GTP hydrolysis, GDP FP detection; inhibition, % at 16.5 µM; hit rate 0.19% among 360,000; in the data active means inhibition above about 25%;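 further: 0% = vehicle with enzyme and substrate and 100% = no enzyme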
KLK7 zymogen act: activators of human kallikrein-7 zymogen. P49862. purified proKLK7, EDANS-DABCYL substrate fluorescence; 100% is mature enzyme control, 0% vehicle. activation, % at 7 µM. hit rate 0.9% among 370,000. AID 652039;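 active means activation above the mean of all tested compounds plus 3 SD, computed per campaign excluding outliers beyond control limits, cut at about 13% in these data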
ADAM17 inh: ADAM17 inhibition, QFRET primary screen; P78536; recombinant ADAM17, EDANS/DABCYL FRET peptide cleavage; inhibition, % at 6.95 µM; hit rate 0.83% among 370,000;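 active means inhibition above the mean of compounds lying between control limits plus 3 SD, set per campaign, cut at about 8.5% in these data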;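 further: 0% = DMSO-only wells as the low control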
UHRF1 MBD2 ctr: UHRF1 methyl-DNA binding inhibition; Q96T88; inhibition, % at 4.4 µM; hit rate 0.75% among 370,000; UHRF1 binding to methylated oligo, TR-FRET; in the data active means inhibition above about 21%;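 further: UHRF1 SRA domain binding a hemimethylated CpG hairpin DNA probe; 0% = median of test compound wells and 100% = reference inhibitor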
MBD2 DNA inh: inhibitors of human MBD2 binding to methylated oligonucleotide; hit rate 0.31% among 370,000; AID 686964; inhibition, % at 4.4 µM; Q9UBB5; TR-FRET; in the data active means inhibition above about 13%
PLC-beta3 inh: blocks human PLC-beta3 enzyme activity. Purified PLC-beta3, fluorogenic substrate, fluorescence. inhibition, % at 12.2 µM. hit rate 0.18% among 370,000. AID 720704; in the data active means inhibition above about 11%;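 further: 0% = median of compound wells on plate and 100% = full blocker control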
Tn7 DDE FP: inhibitors of Tn7 peptide binding to human fibrin DD(E); hit rate 0.13% among 370,000; FP displacement of FITC-Tn7 peptide from fibrin DD(E); 0% = median of compound wells per plate; AID 720508; inhibition, % at 8.3 µM;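 active means inhibition above the mean of compounds falling within the control limits plus 3 SD of them, cut at about 14% in these data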;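 further: 0% = plate median of compound wells and 100% = 10 µM Aha-Tn7 peptide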
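Assay system: human fibrin DD(E) protein / Input: 2 µM fibrin DD(E) / Benchmarks: high control of 10 µM Aha-Tn7 peptide / Measured by: fluorescence polarization of the labelled Tn7 tracer / Medium: Tris buffer with calcium and detergent, pH 7.8 / Timing: 10 min compound pre-incubation, 3 h probe incubation at room temperature / Repeats: one replicate per compound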
PLCg1 inh: PLC-gamma1 (human) inhibition, primary screen; P19174; purified PLC-gamma1, fluorogenic substrate, fluorescence; hit rate 0.84% among 370,000; inhibition, % at 12.2 µM; in the data active means inhibition above about 9.5%
Target sequence (P19174 whole entry, looked up): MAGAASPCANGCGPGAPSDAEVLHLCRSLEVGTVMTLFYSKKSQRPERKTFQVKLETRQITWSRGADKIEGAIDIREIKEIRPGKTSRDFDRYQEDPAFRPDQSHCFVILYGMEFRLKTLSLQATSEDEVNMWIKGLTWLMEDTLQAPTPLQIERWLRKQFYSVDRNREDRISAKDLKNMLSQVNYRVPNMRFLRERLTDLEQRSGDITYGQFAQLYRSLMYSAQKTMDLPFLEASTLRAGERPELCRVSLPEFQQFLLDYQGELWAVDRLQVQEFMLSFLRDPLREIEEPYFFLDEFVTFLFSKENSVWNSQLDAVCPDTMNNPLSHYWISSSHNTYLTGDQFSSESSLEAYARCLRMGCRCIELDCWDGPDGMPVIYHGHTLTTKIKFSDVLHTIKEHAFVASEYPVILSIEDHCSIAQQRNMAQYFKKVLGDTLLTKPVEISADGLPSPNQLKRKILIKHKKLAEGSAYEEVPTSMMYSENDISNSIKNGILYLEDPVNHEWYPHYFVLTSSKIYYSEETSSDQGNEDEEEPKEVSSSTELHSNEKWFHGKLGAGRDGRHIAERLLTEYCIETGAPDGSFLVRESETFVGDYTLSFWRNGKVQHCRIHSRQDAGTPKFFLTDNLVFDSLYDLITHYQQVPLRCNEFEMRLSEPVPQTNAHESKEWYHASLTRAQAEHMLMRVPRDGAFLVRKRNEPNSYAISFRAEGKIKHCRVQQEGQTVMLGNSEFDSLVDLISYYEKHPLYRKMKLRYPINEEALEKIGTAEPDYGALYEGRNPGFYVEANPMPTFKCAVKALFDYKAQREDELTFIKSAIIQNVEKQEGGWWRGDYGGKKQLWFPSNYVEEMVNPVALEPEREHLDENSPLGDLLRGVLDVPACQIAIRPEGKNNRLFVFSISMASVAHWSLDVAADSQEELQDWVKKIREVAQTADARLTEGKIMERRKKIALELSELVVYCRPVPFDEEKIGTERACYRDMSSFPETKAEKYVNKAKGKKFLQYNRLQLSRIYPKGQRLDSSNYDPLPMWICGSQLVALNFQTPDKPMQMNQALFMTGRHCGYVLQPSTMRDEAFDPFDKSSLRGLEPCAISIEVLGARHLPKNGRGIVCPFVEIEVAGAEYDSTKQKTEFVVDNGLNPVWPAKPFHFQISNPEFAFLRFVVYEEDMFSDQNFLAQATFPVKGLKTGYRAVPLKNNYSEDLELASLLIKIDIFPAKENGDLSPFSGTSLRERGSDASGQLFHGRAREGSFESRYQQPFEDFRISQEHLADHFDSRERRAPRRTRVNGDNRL
DDE Tn6 FP inh: disrupts Tn6 cyclic peptide binding to fibrin D-Dimer-E complex; P02675; Fibrin DD(E) TRITC-Tn6 fluorescence polarization displacement; inhibition, % at 8.3 µM; hit rate 0.21% among 370,000; AID 720509;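 active means inhibition above a per-campaign cutoff: mean of compounds within control limits plus 3 SD, cut at about 15% in these data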;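 further: 0% = median of all compound wells on the plate and 100% = blocking peptide control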
An asterisk follows results filed as active; i = inactive; / = not tested or not shown.

ADAM17 inh | Tn7 DDE FP | PLC-beta3 inh | UHRF1 MBD2 ctr | KLK7 zymogen act | MBD2 DNA inh | PLCg1 inh | ARFGAP1 inh | ASAP1 GAP inh | DDE Tn6 FP inh | Compound
-15 | 0 | -85 | 4 | -1.7 | 9 | -73 | 10 | 6 | -6 | COc1ccc(-c2nc3ccc(Cl)cn3c2NC2CCCCC2)cc1SC1CCCCC1
0 | 2 | 3 | 0 | -0.4 | -1 | 1 | 6 | 11 | -7 | CSc1nc2ccccc2n1CC(=O)Nc1ccc(C)c(C)c1
-8 | -1 | -31 | -3 | -0.8 | 5 | -26 | 5 | 7 | 28* | Nc1sc2c(c1C(=O)NCCc1ccccc1)CCCC2
2 | 1 | -7 | 0 | -0.2 | -2 | 5 | 9 | 13 | 6 | O=C(CCn1c(=O)oc2ccccc21)Nc1cccc([N+](=O)[O-])c1
0 | 5 | -7 | -2 | -0.3 | -2 | 2 | 9 | -6 | -9 | Cc1ccc(NC(=O)C2CCN(S(=O)(=O)c3ccc4ccccc4c3)CC2)nc1
0 | -5 | -11 | -3 | 0.0 | -1 | -2 | -2 | 0 | 4 | O=C(CCl)Nc1cccc(-c2cnc3ccccc3n2)c1
-2 | 5 | 0 | 0 | 0.2 | -2 | 0 | 9 | -8 | -3 | COc1cc2[nH]c(=O)n(CCC(=O)N3CCN(c4cc(Cl)ccc4C)CC3)c(=O)c2cc1OC
-4 | -4 | -1 | -1 | -0.1 | -6 | 2 | 7 | -2 | -6 | CCOC(=O)CNC(=O)COc1coc(CN2CCN(c3ccccc3)CC2)cc1=O
4 | -6 | 7 | -1 | 0.2 | -4 | 4 | 8 | 1 | 2 | O=C1CCC(C(=O)OCC(=O)Nc2ccccc2Br)=NN1
-1 | 5 | -1 | 0 | 0.9 | 3 | 0 | 0 | 2 | 2 | COc1cccc(OC)c1C(=O)NC(=S)Nc1ccc2c(c1)Cc1ccccc1-2
3 | 10 | -3 | 1 | -0.8 | -6 | 1 | 1 | 0 | 6 | Cc1cccc(NC(=O)Cn2cc(C(=O)C3CC3)c3ccccc32)c1C
3 | -12 | -9 | 1 | 0.0 | -4 | 2 | 6 | 3 | 2 | COCc1cc(C)nc(SCC(=O)Nc2ccc3c(c2)OCCO3)c1C#N
1 | 2 | -10 | 9 | 0.1 | 8 | 0 | 5 | 9 | -15 | C[C@@H]1CN([C@@H](C)CO)C(=O)c2cc(NC(=O)c3ccccc3)ccc2O[C@@H](C)CCCCO[C@@H]1CN(C)Cc1ccc(C(F)(F)F)cc1
-4 | 4 | -4 | 1 | -0.3 | 8 | 1 | -4 | 19 | -7 | NC/C(=N\O)c1ccc(Cl)cc1Cl
-315 | 3 | i | 3 | -8.8 | -2 | -490 | 2 | 5 | -3 | COc1ccccc1-c1nc(C#N)c(NCc2ccc(F)cc2)o1
-2 | 4 | -4 | 3 | 0.2 | 2 | 1 | 0 | 6 | -5 | O=C(CCCC1=NS(=O)(=O)c2ccccc2N1)N1CCN(c2ccc(Cl)cc2)CC1
1 | 8 | 5 | 1 | 0.7 | 10 | 2 | 5 | 0 | 1 | COC(=O)[C@@]12CCCCN1[C@H](c1ccc(-c3ccccc3)cc1)[C@H]1C(=O)N(C)C(=O)[C@H]12
-1 | -8 | -3 | -3 | -0.3 | 2 | 2 | -8 | 4 | 1 | CCOc1ccc(NC(=O)CN2C(=O)C(C)SC(C)C2=O)cc1 (stereo unspecified)
-3 | -2 | -7 | 2 | -0.5 | 1 | -13 | 1 | -10 | -7 | COC(=O)CCNC(=O)Cc1ccc(S(=O)(=O)N2CCCCC2)s1
1 | 0 | -2 | 0 | 0.5 | -4 | -1 | -9 | 10 | -2 | Cn1cccc1C(=O)OCc1ccc(C(C)(C)C)cc1
-2 | -1 | -3 | 0 | -0.4 | -4 | 2 | 1 | -3 | -4 | CCC1Oc2ccc(C)cc2N(CC(=O)NC2CCCCC2)C1=O (stereo unspecified)
-1 | 4 | 0 | 2 | 0.6 | -4 | -1 | -16 | -5 | 8 | Cn1c(SCc2ccccn2)nnc1-c1ccncc1
0 | 8 | 5 | -2 | 0.2 | -4 | 2 | 4 | -15 | 5 | COC(=O)[C@]12C(=O)C(C)=C(O)[C@@]1(C)C(C)=CC1[C@@]34CC[C@@H](OC(C)=O)C(C)(C)C3C(C[C@]12C)OC4=O (stereo partly specified)
-3 | 12 | -5 | 2 | -0.4 | 1 | -2 | -2 | 2 | 2 | CS(=O)(=O)CCC(C(=O)OCc1ccc(Cl)cc1)N1C(=O)c2ccccc2C1=O (stereo unspecified)
3 | 1 | -1 | 4 | -0.2 | -1 | 2 | 6 | 0 | -15 | C=CCNC(=O)c1ccc(OC2CCN(S(=O)(=O)N(C)C)CC2)cc1
-3 | 1 | -6 | 2 | -0.8 | 3 | 3 | 4 | -8 | 5 | CC1(C)Cc2c(cnn2-c2ccc(F)cc2)C(NC(=O)CCN2CCCCC2=O)C1 (stereo unspecified)
-3 | -6 | 3 | 1 | 0.1 | 1 | 5 | -8 | 3 | -2 | COc1ccccc1N1CCN(c2cc(=O)n(-c3ccc(Br)cc3)c(=O)[nH]2)CC1
-3 | 0 | -7 | 0 | -0.2 | -2 | 0 | -5 | 13 | 5 | CC(=O)c1c(C)[nH]c(C(=O)OCC(=O)N2CCCC2=O)c1C
-4 | -1 | 1 | -1 | 0.0 | -6 | 1 | 0 | -10 | -1 | COC(=O)c1ccccc1NC(=O)C1CCCC1
2 | -6 | -14 | 6 | -0.3 | 9 | 3 | 5 | 3 | -1 | Cc1noc(C)c1COc1ccc(C(=O)N2CCN(c3cccc(Cl)c3)CC2)cc1
-2 | -2 | 1 | 0 | 0.1 | 1 | -1 | -7 | -10 | 4 | COc1ccc(NC(=O)C2CC(=O)OC23CCCCC3)cc1 (stereo unspecified)
-2 | 5 | -1 | -2 | 0.1 | -3 | 0 | 9 | 11 | 9 | Cc1ccc(/C=N/n2cnc3sc(C)c(C)c3c2=O)o1
-5 | 8 | 0 | 4 | 0.7 | 8 | -2 | -3 | 9 | 4 | COC(=O)CNC(=O)CSc1nnc(C)c(=O)[nH]1
-7 | 4 | -3 | -1 | 0.1 | -1 | 0 | 0 | 1 | -4 | CC(OC(=O)CCN=C1NS(=O)(=O)c2ccccc21)C(=O)NC1CCCCC1C (stereo unspecified)
6 | -2 | 5 | 5 | 0.1 | -3 | 3 | 8 | -4 | -4 | COC(=O)CN1C(=S)N(c2ccc(OC)cc2)C(=O)/C1=C/c1ccc(OC)cc1
2 | 0 | -2 | -4 | -0.4 | -5 | -1 | -9 | -3 | 0 | O=C(Cc1cccs1)Nc1ccc(N2CCOCC2)cc1
-182 | -3 | -156 | -2 | 6.2 | -4 | -125 | 0 | 4 | 1 | CC(C)(C)C(=O)c1sc2nc(-c3cccs3)cc(C(F)(F)F)c2c1N
-5 | 6 | -8 | 3 | 0.3 | 5 | 1 | 2 | 1 | -3 | CC1C(=O)Nc2ccccc2N1C(=O)c1ccc(Cl)c(Cl)c1 (stereo unspecified)
0 | -2 | -2 | -2 | 0.0 | 1 | 0 | -3 | -4 | 6 | CN(CC(=O)Nc1ccc(Cl)cc1)CC(=O)Nc1cc(Cl)ccc1C#N
-4 | -3 | -10 | 6 | -0.6 | 0 | -2 | 20 | 16 | -9 | Cc1c(Cc2ccccc2)sc(NC(=O)Cc2ccccc2)c1C(N)=O

Entries of single compounds, quoted from the list:
`COC(=O)c1ccccc1NC(=O)C1CCCC1` is listed with ADAM17 inh = -4; Tn7 DDE FP = -1; PLC-beta3 inh = 1; UHRF1 MBD2 ctr = -1; KLK7 zymogen act = 0.0; MBD2 DNA inh = -6; PLCg1 inh = 1; ARFGAP1 inh = 0; ASAP1 GAP inh = -10; DDE Tn6 FP inh = -1
`Cc1noc(C)c1COc1ccc(C(=O)N2CCN(c3cccc(Cl)c3)CC2)cc1` is listed with ADAM17 inh = 2; Tn7 DDE FP = -6; PLC-beta3 inh = -14; UHRF1 MBD2 ctr = 6; KLK7 zymogen act = -0.3; MBD2 DNA inh = 9; PLCg1 inh = 3; ARFGAP1 inh = 5; ASAP1 GAP inh = 3; DDE Tn6 FP inh = -1
`Cc1ccc(/C=N/n2cnc3sc(C)c(C)c3c2=O)o1` is listed with ADAM17 inh = -2; Tn7 DDE FP = 5; PLC-beta3 inh = -1; UHRF1 MBD2 ctr = -2; KLK7 zymogen act = 0.1; MBD2 DNA inh = -3; PLCg1 inh = 0; ARFGAP1 inh = 9; ASAP1 GAP inh = 11; DDE Tn6 FP inh = 9

More compounds.
ADAM17 inh | Tn7 DDE FP | PLC-beta3 inh | UHRF1 MBD2 ctr | KLK7 zymogen act | MBD2 DNA inh | PLCg1 inh | ARFGAP1 inh | ASAP1 GAP inh | DDE Tn6 FP inh | Compound
-1 | 4 | 1 | 2 | 0.5 | 5 | 3 | -8 | -4 | 5 | COc1cccc(C(=O)N2CCN(C(=O)C3COc4ccccc4O3)CC2)c1 (stereo unspecified)
-3 | 10 | 0 | -1 | -0.3 | -1 | -1 | / | / | 12 | CCN1Cc2nnn(Cc3ccc(C)cc3)c2-c2ccccc2S1(=O)=O
5 | 6 | -5 | -3 | 0.3 | -7 | -5 | 4 | -15 | -7 | CCN(CC)S(=O)(=O)c1ccc(NC(=O)CCC2CCCCC2)cc1
-3 | 1 | 0 | 2 | -0.2 | 7 | -1 | 14 | 3 | -3 | CC1Cc2ccccc2N1C(=O)CSc1nnnn1C1CCCC1 (stereo unspecified)
-3 | 0 | 0 | 0 | 0.1 | 2 | -1 | -3 | -2 | -6 | Cc1ccc(S(=O)(=O)N(C#N)c2nc(C)cc(C)n2)cc1
-2 | 2 | -3 | 0 | 0.7 | 1 | 0 | -5 | -1 | 2 | O=C(CCc1c[nH]c2ccccc12)N1CCN(S(=O)(=O)c2ccccc2)CC1
-3 | -2 | -1 | 2 | -0.2 | -3 | 1 | 3 | -11 | 7 | CCCOP(=O)(c1ccc(N(C)C)cc1)C(O)c1c(Cl)cccc1Cl (stereo unspecified)
-2 | 9 | 1 | -1 | -0.2 | -2 | 0 | -17 | -26 | -6 | COC(=O)c1ccc(CN(Cc2ccc(C(=O)OC)o2)C(C)(C)C)o1
0 | -6 | -1 | -3 | 1.1 | 0 | 1 | 10 | 11 | 0 | COc1cccc(Nc2nc(-c3ccc(O)cc3)cs2)c1
-2 | 0 | -7 | 0 | 0.1 | -2 | 0 | -7 | 2 | 3 | Cc1ccccc1S(=O)(=O)Cc1ccc(C(=O)NCCc2ccccc2)o1
-4 | 4 | -8 | 1 | -0.6 | 4 | -6 | 2 | -5 | -9 | CC(=O)NS(=O)(=O)c1cccnc1Nc1cccc(Cl)c1
-6 | 1 | 4 | 2 | -0.2 | 1 | -1 | 1 | 7 | -3 | Cc1cc(Oc2ccccc2)nc(SCC(N)=O)n1
-3 | 5 | 0 | 4 | -0.3 | 3 | -1 | -2 | -8 | 0 | CCC(C)Nc1nc2c(c(=O)n(C)c(=O)n2C)n1Cc1cccc(C)c1 (stereo unspecified)
-1 | 3 | -6 | 3 | -0.1 | 4 | 0 | -3 | -10 | 2 | O=[N+]([O-])c1ccccc1S(=O)(=O)Oc1ccc(C(=S)N2CCOCC2)cc1
5 | -6 | 3 | 1 | -0.2 | -3 | -3 | 1 | -14 | 7 | CCn1c(COc2cccc(C)c2C)nnc1SCC(=O)N1CCN(c2ccc(OC)cc2)CC1
